Screening results: PubChem BioAssay, National Center for Advancing Translational Sciences (NCATS)
Mito fusion act: blocks mitochondrial division or promotes mitochondrial fusion. S. cerevisiae fusion-defective mutant growth rescue, CellTiterGlo 48 h. Potency, µM (series often up to 46.1 µM), inactives show at the highest dose growth rescue (activation), usual class: activators. hit rate 0.23% among 320,000;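 also: potency is read from the fitted curve at half-maximal effect; % of control where 0% means no effect; nearly all actives have a fitted effect of over 45% in size; temperature-sensitive fusion mutants such as fzo1-1 at 37 °C on non-fermentable ethanol glycerol medium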
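Luminescent cell viability in 1536-well qHTS format served as the measure of rescued growth in ts fusion-mutant S. cerevisiae cultured on non-fermentable YPEG for 48 hours at 37C.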
ASM inhibitor: human S-ASM enzyme inhibition. placental ASM, HMU-PC fluorogenic substrate, 60 min. Potency, µM (doses to about 57.5 µM), without a hit: at the top dose activity change, negative = inhibition, hits mostly inhibitors. hit rate 0.006% among 340,000. AID 504937; also: potency is read from the fitted curve at half-maximal effect
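Steps: dispense placental human ASM, pin compound, wait 10 min at room temperature, add HMU-PC0 substrate at 9 uM final, incubate 60 min at 37 °C, add stop solution raising pH to 10, read fluorescence.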
Chronic BCR inh: inhibitors of chronic active B-cell receptor signaling; ABC-DLBCL IkBa-CBG/CBR reporter, luminescence ratio, 4 h; Potency, µM (series often up to 46.1 µM), for inactives: top-dose ratio change, negative = lower green/red ratio, actives largely listed as inhibitors; hit rate 0.05% among 340,000; active = well fitted inhibition curve with a large enough effect in the signal ratio, with a control signal flat, not every such curve was filed as active; inconclusive = small, poorly fitted or top-dose-only effect, or effect the other way, or a change in a side signal; the % refers to the signal ratio;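 also: potency is read from the fitted curve at half-maximal effect; plate controls were basal doxycycline-induced cells for no effect and cells given 10 µM MG132 for full effect; MG132 reads +100%, hits lower the ratio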
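Doxycycline induced both beetle luciferases in TMD8 lymphoma cells; IKK-driven degradation limits the IkappaBalpha-fused green signal, while red luminescence normalises for cell number and nonspecific effects. Compounds tested up to 46 uM, 4 hrs.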
a7 integrin act: activators of alpha7 integrin expression for muscular dystrophy; Potency, µM (doses to about 38.3 µM), inactives show at the top dose activation, usual class: activators; AID 624291; hit rate 0.064% among 350,000; alpha7betagal myoblasts, beta-gal FDG fluorescence, 48 h;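 also: potency is read from the fitted curve at half-maximal effect; 100% = response of the positive control SU9516; nearly all actives have a fitted effect of over 60% in size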
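Alpha7betagal+/- myoblasts (passage 13) were plated 16-24 hr, then exposed to compounds (1:260 dilution of DMSO stock) for 48 hours at 37C. After MPER lysis, β-galactosidase reporter activity was read as FDG fluorescence (ex 480/em 540) after 30 minutes.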
ELG1 repair inh: blocks ELG1-dependent DNA repair in HEK293T cells. hit rate 2.3% among 330,000. Potency, µM (doses to about 46.1 µM), inactives show at the top dose activity change, negative = inhibition, hits mostly inhibitors. HEK293T ELG1-luciferase reporter, luminescence, 16 h; DNA damage induced by 5-fluorouridine; also: potency is read from the fitted curve at half-maximal effect; % is scaled to controls: 0 for no effect and ±100 for the full control effect; nearly all actives have a fitted effect of over 55% in size
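In this reporter screen, reduction of luminescence relative to DMSO vehicle indicated activity. Compounds and 5-fluorouridine were added together to 2,000 cells per well, incubated for 16 hr at 37 °C, then developed with ONE-Glo.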
TSG101-PTAP inh: blocks PTAP/TSG101 interaction to inhibit HIV-1 budding; 340,000 tested, under 10 active; Fluorescence polarization, FITC-PTAP peptide / Tsg101 binding; AID 493005; Potency, µM (titrated, usually from 115 µM), for inactives: at the top dose activity change, negative = inhibition, actives largely listed as inhibitors; active = well fitted inhibition curve with a large enough effect in the main read-out, with a control signal flat, not every such curve was filed as active; inconclusive = small, poorly fitted or top-dose-only effect, or effect the other way, or a change in a side signal; inactive = no such curve, though single readings can be large or run the other way; also: potency is read from the fitted curve at half-maximal effect; % of control where 0% means no effect
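Fluorescence anisotropy tracks displacement of a FITC-tagged PTAP peptide (50 nM) from the Tsg101 binding domain (10 uM), following a 20 min room-temperature incubation at pH 7.5.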
Eya2 inh: inhibitors of human Eya2 phosphatase activity. recombinant Eya2, OMFP fluorescence dephosphorylation (OMFP is methylfluorescein phosphate). Potency, µM (titrated, usually from 76.9 µM), for the others: at the top dose activity, negative = inhibition, most hits filed as inhibitors. hit rate 0.006% among 330,000; also: potency is read from the fitted curve at half-maximal effect; % is scaled to controls: 0 for no effect and ±100 for the full control effect
Target sequence (O00167 whole entry, looked up): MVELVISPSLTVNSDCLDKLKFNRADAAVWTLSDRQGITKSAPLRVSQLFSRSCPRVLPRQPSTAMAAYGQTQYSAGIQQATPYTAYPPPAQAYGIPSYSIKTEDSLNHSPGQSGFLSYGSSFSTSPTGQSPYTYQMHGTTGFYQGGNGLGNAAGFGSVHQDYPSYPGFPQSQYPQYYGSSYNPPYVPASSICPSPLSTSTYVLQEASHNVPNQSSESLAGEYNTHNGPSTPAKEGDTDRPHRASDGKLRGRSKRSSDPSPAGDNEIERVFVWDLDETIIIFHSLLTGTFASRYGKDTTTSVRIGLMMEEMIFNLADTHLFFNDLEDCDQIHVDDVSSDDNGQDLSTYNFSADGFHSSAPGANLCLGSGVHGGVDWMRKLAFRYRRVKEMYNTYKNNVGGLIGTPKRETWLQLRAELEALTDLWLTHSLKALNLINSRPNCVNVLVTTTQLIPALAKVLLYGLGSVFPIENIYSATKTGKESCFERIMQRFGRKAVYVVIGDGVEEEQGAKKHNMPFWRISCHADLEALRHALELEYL
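Eya2 protein (added as 0.2 uM solution) was preincubated with compound for 10 min at ambient temperature in 50 mM HEPES pH 7.5, 50 mM NaCl, 5 uM MgCl2, 0.05% BSA, 1 mM DTT. OMFP (added at 50 uM) then reacted 10 min; fluorescence read at 485/525 nm.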
TSHR antag: antagonists of human thyroid stimulating hormone receptor. P16473. hit rate 0.2% among 330,000. activity change, negative = inhibition, % at 11.5 µM. TSHR-expressing cells, TSH-stimulated cAMP HTRF, 2 h; hits give low values. AID 504810;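 active = activity change below a set negative limit, meaning inhibition stronger than a set level, cut at about -70% in these data; inconclusive = activity change between two set negative limits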; also: % is scaled to controls: 0 for no effect and ±100 for the full control effect
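Competitive HTRF cAMP read-out (cryptate anti-cAMP antibody, cAMP-d2; 30 min, room temperature) in freshly harvested TSHR cells. Compounds added before TSH at EC80 (4nM final), followed by 2 hours' incubation at 37 deg C.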
TCR activator: T cell receptor activation; primary human leukocytes, anti-CD3, IL-2 HTRF, 48 h; Potency, µM (top dose mostly 9.22 µM), without a hit: at the top dose activation of IL-2 secretion, actives largely listed as activators; 330,000 tested, under 10 active; also: % of control where 0% means no effect
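Primary human leukocytes incubated 48 hr with anti-CD3 beads plus compound, without co-stimulation. Secreted IL-2 measured by HTRF (europium cryptate/d2 anti-IL-2 pair, 320 nm excitation, 665 nm emission).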
A-T KAP1 phos: candidate therapy for ataxia-telangiectasia; hit rate 0.19% among 320,000; Potency, µM (titrated, usually from 57.5 µM), without a hit: at the top dose activation, usual class: activators; […] A-T fibroblasts, KAP-1 phosphorylation AlphaLISA; neocarzinostatin DNA damage 30 min before lysis; AID 485349; also: potency is read from the fitted curve at half-maximal effect; % of control where 0% means no effect; nearly all actives have a fitted effect of over 45% in size
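hTERT-immortalized A-T patient fibroblasts ([…]), 500 cells/well in OPTI-MEM, 1% FBS, got compounds for 60 min, then NCS for 30 min at 37C. Lysates were then assayed for phospho-KAP-1 by AlphaLISA (anti-pKAP1 donor, anti-KAP1 acceptor beads), 6 hr at 25C.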
Tb PFK block: blocks T. brucei phosphofructokinase | T. brucei PFK, ADP-Glo luminescence | O15648 | hit rate 0.17% among 330,000 | Potency, µM (series often up to 57.5 µM), without a hit: top-dose activity, negative = inhibition, usual class: inhibitors;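 also: potency is read from the fitted curve at half-maximal effect; 0% = uninhibited 1x PFK enzyme wells and -100% = no-enzyme wells; nearly all actives have a fitted effect of over 60% in size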
Target sequence (O15648 whole entry, looked up): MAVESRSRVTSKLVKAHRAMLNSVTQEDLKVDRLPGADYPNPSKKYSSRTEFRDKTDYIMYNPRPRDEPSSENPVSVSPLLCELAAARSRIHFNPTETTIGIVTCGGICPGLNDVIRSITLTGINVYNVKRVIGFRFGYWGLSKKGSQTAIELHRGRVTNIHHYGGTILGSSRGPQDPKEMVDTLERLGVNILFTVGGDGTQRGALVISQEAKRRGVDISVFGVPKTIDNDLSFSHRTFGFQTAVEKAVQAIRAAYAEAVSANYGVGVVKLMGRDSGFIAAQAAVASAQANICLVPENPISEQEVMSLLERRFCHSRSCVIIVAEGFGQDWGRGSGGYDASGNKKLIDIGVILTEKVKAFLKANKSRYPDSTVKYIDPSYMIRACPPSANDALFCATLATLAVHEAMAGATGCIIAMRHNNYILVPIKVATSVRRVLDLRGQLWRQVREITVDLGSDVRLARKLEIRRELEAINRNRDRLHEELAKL
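Luminescent ADP detection (ADP-Glo, two-step: ATP depletion then ADP-to-ATP conversion for luciferase) reported PFK activity after 45 min room-temperature reaction of 1.25 nM enzyme with 0.5 mM F6P and 0.1 mM ATP at pH 8.0.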
* hit, by the source's call; ? = inconclusive; . = no result given; [ ] = dose if it differs, or a comment. Unless noted, calls follow the shape of the dose curve; as a rule, active = well fitted curve in the direction sought with a large enough effect; inconclusive = small, poorly fitted or top-dose-only effect, or another doubt; inactive = no such curve, though single readings can be large; an effect the other way counts as inactive or inconclusive.

| canonical_smiles | Mito fusion act | ASM inhibitor | Chronic BCR inh | a7 integrin act | ELG1 repair inh | TSG101-PTAP inh | Eya2 inh | TSHR antag | TCR activator | A-T KAP1 phos | Tb PFK block |
| --- | --- | --- | --- | --- | --- | --- | --- | --- | --- | --- | --- |
| CCCC(NC(=O)COc1cc2c(c3oc(=O)cc(C)c13)CCC(C)(C)O2)C(=O)O (stereo not drawn) | 0% | 60%[activator] | -1% | 0% | 0% | -4% | 3% | -6 | -1% | 2% | -2% |
| Cc1ccc(S(=O)(=O)Nc2ccc3c(c2)C(=O)N([C@H](C)CO)C[C@H](C)[C@@H](CN(C)C(=O)Nc2ccc(C(F)(F)F)cc2)O3)cc1 | . | -23% | -11% | 9% | ? | 1% | -17% | -5 | -26% | 9% | 10% |
| CN(/N=C/c1ccc2c(c1)OCO2)c1nc(N2CCOCC2)nc(N2CCOCC2)n1 | 15% | 2% | ? | -28% | 16% | -2% | 0% | 5 | 17% | 0% | 3% |
| C#CCOCCOCCOCCNc1nc(N2CCN(C(=O)[C@H](CCCCN)n3cc([C@@H](N)C(C)CC)nn3)CC2)nc(N2CCN(C(=O)[C@H](Cc3ccc(O)cc3)n3cc([C@@H](N)C(C)CC)nn3)CC2)n1 (stereo partly drawn) | -3% | -2% | 0% | 21% | 28% | -1% | -1% | 11 | -3% | -15% | 4% |
| COc1ccc(CNC(=O)CCN2C(=O)c3ccccc3C2=O)cc1OC | -4% | 0% | -2% | -49%[inhibitor] | 17% | -2% | 3% | -8 | -5% | 9% | 1% |
| CC(NC(=O)CCC(=O)NC(C)c1ccccc1)c1ccccc1 (stereo not drawn) | -2% | -1% | -8% | 24% | 0% | -1% | 8% | 5 | 12% | -4% | -5% |
| Cc1ccccc1NC(=O)Cc1nnc(SCC(=O)N2CCOCC2)n1C | 0% | -1% | 2% | -3% | 7% | -2% | 8% | -13 | 2% | 2% | 2% |
| COc1ccc(-c2nnc(CSc3nc4ccccc4c(=O)n3C)o2)cc1OC | -2% | -9% | 4% | -11%[7.66 µM] | ? | -5% | 27% | -8 | -10% | 6% | -10% |
| COc1ccc(N(C)C(=O)c2cc3c(s2)-c2c(C)cccc2OC3)c(OC)c1 | 18% | -3% | -10% | -16% | 23µM* | -1% | -12% | 9 | 2% | -8% | 4% |
| O=C(c1ccccc1)N1CCN(c2ncnc3c2cnn3-c2ccccc2)CC1 | 6% | -9% | 14% | -15% | -4% | -3% | 10% | -35 | 0% | -2% | -1% |
| COC(=O)C1=C(C)N(c2ccc(C)c(C)c2)/C(=C/c2ccc(O)cc2)C1=O | -1% | -12% | 7% | -42% | ? | -1% | -27% | 6 | -4% | -5% | 1% |
| CC(=C1C(=O)c2ccccc2C1=O)N1CCN(CCN=CC2=C(O)CC(C)(C)CC2=O)CC1 | 5% | 1% | 0% | 7% | 3% | -1% | 7% | 1 | 0%[46.1 µM] | 21% | 1% |
| CC(C)c1ccc(/C=N\NC(=O)c2ccc(Cn3cccn3)o2)cc1 | -25% | -2% | ? | -2% | ? | -3% | -4% | 5 | 1%[46.1 µM] | 1% | -10% |
| CCOC(=O)c1cc(-c2ccccc2)nc2ccc(C)cc12 | -1% | 0% | 8% | -11% | -18% | 0% | 10% | 19 | -2% | 30% | -7% |
| CN(Cc1ccccc1)C(=O)c1ncn(Cc2ccccc2)c1C(=O)N(C)Cc1ccccc1 | 5% | -2% | -4% | 27% | ? | -5% | -3% | 2 | 2% | 1% | -4% |
| COc1cc(C)c(NC(=S)Nc2ccc(C)c(Cl)c2)cc1OC | 1% | 1% | 1% | 9% | 0% | 2% | -2% | -1 | -3%[46.1 µM] | 1% | -3% |
| Cc1ccc(-c2nnc(C)c(N3CCCC3)n2)cc1 | -7% | -5% | 2% | 6% | 7% | -1% | -11% | -7 | -14% | 1% | 2% |
| CC1CCCCN1C(=O)CCC(=O)Nc1nnc(C(F)(F)F)s1 (stereo not drawn) | -13% | 488% | 6% | ? | 2% | 2% | -9% | 4 | 1% | -7% | 2% |
| O=C1CC(c2ccccc2)CC(O)=C1C=NCc1ccc(Cl)c(Cl)c1 (stereo not drawn) | 1% | -3% | 0% | 24% | 3% | -1% | 8% | 2 | 4% | -2% | 0% |
| CCOc1ccc(CNC(=O)C2CC(=O)N(C3CCCC3)C2)cc1OC (stereo not drawn) | 0% | 40% | -7% | 21% | 3% | -4% | ? | -9 | -2% | 3% | -3% |
| Cc1nn(-c2ccccc2)c(C)c1NC(=O)CCl | -6% | 5% | -6% | -51%[inhibitor] | -3% | 0% | 1% | 15 | 2%[46.1 µM] | 2% | 1% |
| O=C(O)c1cccc2c1C(=O)c1ccc(-c3ccc(F)cc3OCc3ccccc3)cc1S2(=O)=O | 3% | 7% | ? | 11% | ? | 0% | -30% | -10 | 11% | -13% | -7% |
| O=C(CN1C(=O)NC2(CCCC2)C1=O)N1CCN(S(=O)(=O)c2ccccc2)CC1 | -4% | -1% | 3% | ? | 11% | -2% | 9% | 9 | -2% | 11% | 1% |
| N#CC(C(=O)NCCc1ccccc1)c1nc2ccccc2nc1N1CCOCC1 (stereo not drawn) | -9% | -2% | 2% | -36% | ? | ? | 2% | 4 | -3% | -1% | -13% |
| CN(Cc1ccccc1)C(=O)C1CCN(S(=O)(=O)c2ccc(-n3cnnn3)cc2)CC1 | -2% | -1% | ? | -6% | ? | -3% | -16% | 3 | -7% | 4% | -1% |
| O=C(COC(=O)c1ccc(Br)c(S(=O)(=O)N2CCOCC2)c1)NCCc1ccccc1 | . | -1% | -13% | 17% | 10% | 0% | 3% | -2 | -5%[46.1 µM] | 21% | -5% |
| Cc1ccc(-c2n[nH]c3c2C(c2cccc(O)c2)N(c2ccc(C(=O)O)cc2)C3=O)cc1 (stereo not drawn) | 1% | 20% | ? | -22% | 2% | -6% | -9% | -8 | -6% | 0% | 0% |
| O=C(CCc1ccccc1)NNC(=O)Cc1ccccc1 | -1% | -1% | -3% | 6% | 13% | -8% | 3% | -8 | 2% | 4%[11.5 µM] | 0% |
| Cn1c(CNC(=O)CCNC(=O)c2cccc(F)c2)cc(=O)n(C)c1=O | -3% | 1% | -1% | 35% | 0% | -7% | 12% | -3 | -7% | 9% | 1% |
| Cc1cc(=O)n(CC(=O)Nc2cc(Cl)ccc2C)c(C(C)C)n1 | -3% | -1% | -2% | 23% | -4% | 0% | 6% | 3 | 2% | 1% | 0% |
| CN1CCN(CC(=O)NC23CC4CC(CC(C4)C2)C3)CC1 | -2% | 4% | 2% | 1% | -2% | 2% | -7% | 0 | -3% | -3% | 2% |
| C=CCNC(=S)/N=c1/scc(C)n1C | -8% | 0% | ? | -18% | ? | -4% | -3% | 5 | -2% | -11% | -1% |
| CCn1nc(C)c(NC(=O)/C=C/c2ccc(OC)c(COc3ccc(Cl)cc3Br)c2)c1C | -2% | -5% | ? | 5% | ? | -4% | 3% | -10 | -2%[46.1 µM] | -3% | -1% |
| N#Cc1ccccc1S(=O)(=O)N1CCN(C(=O)[C@@H]2CCCN2C(=O)c2cccs2)CC1 | -3% | 2% | 0% | -7% | 4% | -7% | 5% | -13 | 2% | -8% | -1% |
| CNc1nc(-c2c(C)n(C)c3ccc(OC)cc23)cs1 | 14% | -1% | -1% | 18% | 1% | -2% | -28% | 2 | 2% | 0% | 3% |
| O=S(=O)(c1cccs1)N1CCN(C/C=C/c2ccccc2)CC1 | 12% | 2% | -4% | -47% | ? | 1% | -9% | -8 | 12% | 16% | -2% |
| O=C(Nn1cnnc1)c1csc2ccccc12 | 2% | 2% | -14% | 9% | 14% | . | -1% | 3 | . | 3% | 6% |
| CCOC(=O)/C(=C/c1ccc(OC)cc1)NC(=O)c1ccco1 | 5% | -1% | -3% | -21% | ? | 0% | -3% | 10 | 0%[46.1 µM] | -10% | 0% |
